PPC-1+TRAIL kill: compounds killing PPC-1 cancer cells with TRAIL present, primary screen, TRAIL potentiator project, ATPLite luminescence, uHTS | cell killing (% activity), % at 4 µM | AID 1443, 2008 | PPC-1 cells + TRAIL, ATPLite viability luminescence | 0.41% of 220,000 active;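 active means cell killing above 50% in the first pass at 4 µM, then a duplicate retest at 5 µM averaging 50% or more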;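 further: plate controls were cells with TRAIL plus DMSO for no effect and medium-only wells lacking cells for full effect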
14-3-3 Bad inh: inhibitors of 14-3-3 zeta/Bad binding, primary screen, biochemical, TR-FRET, bovine 14-3-3 zeta; 14-3-3 protein zeta/delta (Bos taurus), P63103; TR-FRET 14-3-3zeta/Dy647-pBad peptide displacement, 1 h; inhibition, % at 21.7 µM; 0.71% of 220,000 active; AID 781, 2007;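 active means inhibition above about 70%, limit read from the data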;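 further: 0% = full 14-3-3 plus peptide FRET controls and 100% = background without 14-3-3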
zfTRPN1 agonist: zebrafish TRPN1 channel agonists, primary screen, cell-based, HEK293, calcium fluorescence | activation, % at 3 µM | HEK293 zebrafish TRPN1-YFP, Fluo-8 calcium fluorescence; 100% = response to 87 µM carbachol | 0.18% of 220,000 active;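 active means activation above its plate's cutoff, the mean activation of test wells on that plate plus 3 SD, cut at about 19% in these data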;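 further: 0% = DMSO alone and 100% = 87 µM carbachol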
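Assay system: Zebrafish TRPN1-YFP in HEK293 cells | Incubation: Dye loading 1 h at 37 °C, then 30 min room temperature | Measured by: Kinetic Fluo-8 fluorescence, ex 470-495, em 515-575 nm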
NPY-Y1 antag: NPY-Y1 receptor antagonists, primary screen, cell-based | AID 1040, 2008 | 1% of 200,000 active | Neuropeptide Y receptor type 1 (Homo sapiens), P25929 | HEK293-CNG Y1 cells, membrane potential fluorescence; NPY at EC95, then isoproterenol | inhibition, % at 3.6 µM;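 active means inhibition above the campaign mean inhibition of all tested compounds plus 3 SD, cut at about 20% in these data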;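 further: 0% = DMSO wells given NPY plus isoproterenol and 100% = isoproterenol alone without NPY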
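Assay system: HEK293 cells with Y1 receptor plus CNG channel | Probe or stimulus: NPY (25 nM), isoproterenol (1 µM), Ro 20-1724 (25 µM) | Timing: Compound incubation 1 h at room temperature, readout 45 min post-stimulation | Measured by: Membrane-potential fluorescent dye readout | Benchmarks: High control isoproterenol alone, low control NPY with isoproterenol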
TRPML3 ag: human TRPML3 channel agonists, primary screen, cell-based, HEK293 TRPML3-YFP, Fluo-8 calcium fluorescence, 3 µM | Mucolipin-3 (Homo sapiens), Q8TDD5 | 100% = the carbachol control signal | activation, % at 3 µM | 0.29% of 220,000 active;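 active means activation above its plate's cutoff, the mean activation of the plate's test wells plus 3 SD, cut at about 12% in these data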;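 further: 0% = DMSO only wells and 100% = carbachol wells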
Target sequence (Q8TDD5 whole entry, looked up): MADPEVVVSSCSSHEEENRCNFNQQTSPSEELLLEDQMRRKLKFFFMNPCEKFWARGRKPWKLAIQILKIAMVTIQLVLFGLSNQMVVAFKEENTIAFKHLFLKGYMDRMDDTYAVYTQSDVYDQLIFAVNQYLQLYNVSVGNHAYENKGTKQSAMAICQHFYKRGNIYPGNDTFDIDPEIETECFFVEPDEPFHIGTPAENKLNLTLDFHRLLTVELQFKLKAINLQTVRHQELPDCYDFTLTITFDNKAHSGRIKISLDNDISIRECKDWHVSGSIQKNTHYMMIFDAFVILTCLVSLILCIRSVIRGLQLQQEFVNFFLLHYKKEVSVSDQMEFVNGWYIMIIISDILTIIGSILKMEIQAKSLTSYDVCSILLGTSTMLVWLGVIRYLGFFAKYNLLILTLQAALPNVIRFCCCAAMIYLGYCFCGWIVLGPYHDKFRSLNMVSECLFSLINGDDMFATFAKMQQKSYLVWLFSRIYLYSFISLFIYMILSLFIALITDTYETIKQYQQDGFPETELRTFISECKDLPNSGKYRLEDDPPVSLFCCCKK
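Material: HEK293 cells stably carrying human TRPML3-YFP; compound dosing: single dose, 3 µM final nominal compound, 0.3% DMSO final; incubation: 1-h 37 °C dye load, 5-s basal, 120-s post-compound reads; technique: Fluo-8 intracellular calcium fluorescence, excitation 470-495 nm, emission 515-575 nm; read-out basis: percent activation from peak-to-basal fluorescence ratio, scaled between DMSO and carbachol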
NPY1 pot ag: NPY-Y1 receptor potentiators or agonists, primary screen, cell-based; Neuropeptide Y receptor type 1 (Homo sapiens), P25929; NPY-Y1 expressing cells, potentiator/agonist activation; activation, % at 3.6 µM; 0.37% of 220,000 active; AID 1304, 2008; in the data active means activation above about 33%, passing the limit was not always enough;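 further: cells stimulated with NPY at EC10 then isoproterenol at EC100; 0% = low agonist plus stimulus and 100% = saturating agonist plus stimulus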
EP2 mod: EP2 receptor modulators, cAMP readout, primary screen, cell-based, HTRF cAMP, PGE2 stimulation; Prostaglandin E2 receptor EP2 subtype (Homo sapiens), P43116; EP2-expressing cells, cAMP HTRF FRET, PGE2 co-stimulation; induction, % at 25 µM; 0.83% of 260,000 active; AID 940, 2007;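 active means compounds whose cAMP rise, as percent of the full-agonist control response, exceeds 60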;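 further: rat C6 glioma line stably carrying human EP2 under a CMV promoter; the protocol text gives 20 µM as final concentration; 100% = response of wells given 1 µM PGE2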
Target sequence (P43116 whole entry, looked up): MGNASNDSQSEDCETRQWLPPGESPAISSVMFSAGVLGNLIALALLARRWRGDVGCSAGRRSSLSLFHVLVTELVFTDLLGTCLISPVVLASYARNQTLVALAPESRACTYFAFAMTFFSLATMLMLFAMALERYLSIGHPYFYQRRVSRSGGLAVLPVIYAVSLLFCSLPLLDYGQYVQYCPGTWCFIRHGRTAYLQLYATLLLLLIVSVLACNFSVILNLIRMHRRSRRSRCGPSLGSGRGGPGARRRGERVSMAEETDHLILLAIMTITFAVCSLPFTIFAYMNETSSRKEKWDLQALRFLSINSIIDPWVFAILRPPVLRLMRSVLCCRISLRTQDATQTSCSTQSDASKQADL
EP2 antag: human EP2 receptor antagonists, primary screen, TR-FRET cAMP, C6 glioma cells | 0.52% of 260,000 active | Prostaglandin E2 receptor EP2 subtype (Homo sapiens), P43116 | inhibition, % at 25 µM | C6 glioma cells expressing human EP2; cells stimulated with saturating PGE2;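 active means percent inhibition above 40 after rounding to a whole number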;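 further: rat C6 glioma host cells with rolipram phosphodiesterase inhibitor present; the protocol text gives 20 µM as final concentration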
CHOP inh: inhibitors of CHOP promoter induction, primary screen, cell-based, unfolded protein response, luciferase reporter; CHO-K1 CHOP-promoter luciferase, tunicamycin-induced, 15-18 h; inhibition, % at 10 µM; 3.8% of 220,000 active; AID 2732, 2010;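 active means compounds that reduced the stress-induced luciferase reporter signal by more than about 70% of percent inhibition, limit read from the data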;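 further: 0% = tunicamycin plus vehicle and 100% = wells without tunicamycin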
Active calls of the source: *; . = not tested or not shown; & = joins results of further samples; [ ] = another dose, or the depositor's remark. A portion of the library, so the mix of outcomes need not match the whole.

molecule	PPC-1+TRAIL kill	14-3-3 Bad inh	zfTRPN1 agonist	NPY-Y1 antag	TRPML3 ag	NPY1 pot ag	EP2 mod	EP2 antag	CHOP inh
Cc1cc2ncn(CCOc3ccccc3)c2cc1C	-10	-18	-0.3	6	-1.5	-11	-23&30	9	-9
O=C(O)C1CCCCC1C(=O)Nc1ccc(-c2ccccc2)cc1 (configuration not stated)	11	3	0.0	5	0.4	-11	8	3	-15
Cc1cc(C(=O)N2CCc3c([nH]c4ccccc34)C2c2cccc(Cl)c2)nn1C (configuration not stated)	-2	-9	-0.6	36*	0.3	-18	15	9	92*
CCOC(=O)c1c(NC(=O)c2cccs2)sc(CC)c1-c1cccs1	5	-3	0.0	11	0.7	-2	30	8	2
O=c1n(Cc2ccc(F)cc2)nc2n1-c1ccccc1SC2	10	-1	-2.4	.	-0.6	-3	17	5	-12
CCOC(=O)/C(C#N)=C/c1ccc(N2CCN(C)CC2)cc1	17	-5	1.7	4	0.9	3	1	9	-15
CS(=O)(=O)N1CCN(C(=O)c2ccccc2)C1	8	-1	1.0	0	0.1	-15	28	8	37
Cc1ccc(N=Cc2c(C)[nH]n(-c3ccccc3)c2=O)nc1	-3	-2	0.5	.	0.2	-17	12	15	4
CN(CCCn1c(=S)[nH]c2ncccc2c1=O)Cc1ccccc1	9	10	0.6	3	0.4	11	5	4	24
Cc1nc(=S)c2ccccc2[nH]1	27	-8	-0.2	-5	0.4	-13	5	12	-7
CC(=O)Nc1ccc(OC(=O)c2c(-c3ccccc3Cl)noc2C)cc1	-1	4	4.7	-2	0.6	6	0	2	14
N=C(N)N1CCc2ccccc2C1	37	3[fluorescence artefact?]	-0.9	3	0.8	8	1	.	11
COCCNc1nnc(SCC(=O)c2c[nH]c3ccccc23)s1	-2	13[fluorescence artefact?]	2.0	3	-0.2	-1	-17	6	20
O=C(N/N=C/c1cc(Cl)ccc1O)c1ccncc1	13	-9	11	.	2.1	11	-66	5	72*
COc1ccc2nc(/C=N/NC(=O)[C@@H]3CCCN3C(=O)OC(C)(C)C)ccc2c1	11	3	0.1	.	-0.2	10	-14	7	4
COc1cc(NC(=O)c2ccccc2NS(=O)(=O)c2ccc(Cl)s2)cc(OC)c1	19	-15[fluorescence artefact?]	21*	2	12*	33	-16	9	31
Cc1cc(NC(=O)CCC(=O)N(CC2CCCO2)C(C(=O)NC2CCCC2)c2cccnc2)no1 (configuration not stated)	18	20	-0.6	0	-0.3	-14	-72	5	-9
C=CCn1c(CNC(=O)c2cccs2)nnc1SCc1ccc(Cl)cc1Cl	3	5	-2.4	-3	-0.8	0	16	9	32
COc1ccccc1CN1C[C@@H]2C[C@@H](c3[nH]c4c(C)cccc4c3C)N3CCC[C@@]23C1=O	14	-9	-2.2	6	-0.4	-1	-34	1	15
CC(=O)N(CCC(Cc1ccccc1)c1ccc2c(c1)OCO2)Cc1ccc(Cl)cc1 (configuration not stated)	12	-2	0.7	12	-0.5	-7	21	10	55

Some of the entries so far, with two lines to a compound.
Results follow in this order: PPC-1+TRAIL kill	14-3-3 Bad inh	zfTRPN1 agonist	NPY-Y1 antag	TRPML3 ag	NPY1 pot ag	EP2 mod	EP2 antag	CHOP inh
CCOC(=O)/C(C#N)=C/c1ccc(N2CCN(C)CC2)cc1
→ 17	-5	1.7	4	0.9	3	1	9	-15
CS(=O)(=O)N1CCN(C(=O)c2ccccc2)C1
→ 8	-1	1.0	0	0.1	-15	28	8	37

(continued)
molecule	PPC-1+TRAIL kill	14-3-3 Bad inh	zfTRPN1 agonist	NPY-Y1 antag	TRPML3 ag	NPY1 pot ag	EP2 mod	EP2 antag	CHOP inh
COC(=O)c1c(NC(=O)c2c(-c3ccccc3Cl)noc2C)sc2c1CCC2	-2	-3[fluorescence artefact?]	0.6	37*	-0.5	-25	31	.	81*
CC12COC3(C(=O)NCCc4ccccc4)CC1CCC32C (configuration not stated)	35	-6	0.3	1	0.4	-21	-17	3	-4
COc1ccc2nnc(-c3ccccc3)n2n1	-19	-2	-0.6	-2	0.5	-8	-7	2	-6
Cc1ccc(NC(=S)N2CCN(C(=O)C3CCCO3)CC2)c(C)c1 (configuration not stated)	23	-12[fluorescence artefact?]	0.8	5	1.1	6	11	2	-13
CC(=O)N/C(=N\OCc1ccc(Br)cc1)c1nonc1NC(C)=O	-2	4[fluorescence artefact?]	1.9	8	0.6	-8	8	6	8
C/C(=N\NC(=O)c1ccc(Br)cc1)c1cccc(NC(=O)c2cccnc2)c1	12	-20	1.4	2	0.7	0	-21	1	30
O=C(COC(=O)Cc1cccs1)Nc1ccccc1	7	-1	0.8	1	-0.1	12	10	15	11
O=C1CCC([N+](=O)[O-])C(c2ccccc2Cl)N1 (configuration not stated)	4	-8	1.1	2	1.5	28	10	10	-9
Cc1cc(NC(=O)c2ccccc2Cl)no1	29	-7	1.2	-3	0.4	4	30	18	-11
O=C(COC(=O)Cn1cnc2ccccc2c1=O)Nc1ccc2c(c1)OCO2	22	0	-0.6	-1	-0.7	-8	-8	6	7
CCC1(c2ccc(F)cc2)NC(=O)N(CC(=O)N2CCOCC2)C1=O (configuration not stated)	2	.	0.8	-5	-0.4	2	.	10	.
COc1cc(Br)c(CCNC(=O)c2ccco2)cc1OC	-10	-5	0.5	-6	1.0	3	-20	1	11
OCCN1CCN(CC#CCn2c3ccccc3c3ccccc32)CC1	-8	51	1.6	-3	0.4	-17	-41	20	-19
COc1cc(-c2nnc(-c3ccc(N4CCOCC4)cc3)o2)cc(OC)c1OC	23	.	-0.1	-6	0.6	-16	.	12	.
CCOC(=O)c1sc2cccc(F)c2c1N	-4	-12	-2.7	0	0.3	-24	17	0	45
Cc1cc(C)c2oc(C(=O)N(Cc3ccccc3)C3CCS(=O)(=O)C3)cc(=O)c2c1 (configuration not stated)	13	-4	2.2	.	0.8	-25	-12	3	-11
COc1ccc(NC(=O)CCNS(=O)(=O)c2ccc3c(c2)c(=O)n(C)c(=O)n3C)cc1OC	20	-12	0.7	5	-0.2	14	35	7	10
C=C(C)CN(CC)CCC(=O)Nc1ccc(OC)cc1OC	8	18	-0.8	4	0.5	-19	38	14	8
CCN(C1CCCCC1)S(=O)(=O)c1ccc(S(=O)(=O)NCc2ccncc2)cc1	20	-2[fluorescence artefact?]	12	-5	4.1	-32	-7	5	.
C/C(=N\O)c1ccc(Cl)c(Cl)c1	16	2	-1.8	.	-0.1	-28	-33	5	16

(list continues)
SMILES,PPC-1+TRAIL kill,14-3-3 Bad inh,zfTRPN1 agonist,NPY-Y1 antag,TRPML3 ag,NPY1 pot ag,EP2 mod,EP2 antag,CHOP inh
C#Cc1ccc([C@@H]2C=C(C(=O)NCc3nc4ccccc4[nH]3)O[C@H](OCC)[C@H]2CCCO)cc1,-8,0,.,.,.,.,-12,8,-5
Cc1c(C(=O)NCc2ccc(S(N)(=O)=O)cc2)oc2ccc(Cl)cc12,7,-4,-0.3,10,1.3,-1,-21,0,17
COc1ccc(C2C(C(=O)Nc3cc(C)on3)c3ccccc3C(=O)N2C)cc1 (configuration not stated),13,1,-0.5,1,0.8,-3,-1,10,13
COc1ccc(CCNC(=O)C2Cc3ccccc3C(=O)O2)cc1 (configuration not stated),-14,-17,0.8,7,0.6,-8,-8,5,7
CCOC(=O)c1cccc(NC(=O)/C=C/c2ccc3c(c2)OCO3)c1,33,-7[fluorescence artefact?],6.6,2,4.0,16,-46,25,12
CC(C)OC(=O)CCC(=O)Nc1ccc(F)cc1,.,-8,0.2,4,0.6,6,-30,2,18
CC(NC(=O)CCl)c1ccccc1Br (configuration not stated),6,-5,2.7,.,0.3,-11,-7,7,-37
O=C(Nc1nccs1)C1CCCN(S(=O)(=O)c2cccc3cccnc23)C1 (configuration not stated),14,-2,0.9,0,0.0,6,0,6,19
COCCNC(=O)NC(=O)CN1CCCc2ccccc21,0,-6,1.7,3,1.0,-7,-2,4,-21
CCOC(=O)N1CCN(c2c(N3CCN(c4cc(C)ccc4C)CC3)c(=O)c2=O)CC1,11,2,-0.1,-3,-0.2,11,12,14,30
CC1(OC(=O)CCc2ccccc2)C(=O)C=C2C=C(c3ccsc3)OC=C2C1=O (configuration not stated),4,-1,.,.,.,.,20,10,1
CN1CCCN(c2ccc([N+](=O)[O-])cc2)CC1,8,-7,0.6,5,0.5,13,-29,7,-11
O=C(c1ccc(F)cc1F)N1CCN(c2n[nH]c(=O)[nH]c2=O)CC1,8,-24,1.8,5,1.2,22,6,7,1

Four records drawn at random from the list so far:
SMILES,PPC-1+TRAIL kill,14-3-3 Bad inh,zfTRPN1 agonist,NPY-Y1 antag,TRPML3 ag,NPY1 pot ag,EP2 mod,EP2 antag,CHOP inh
CC1(OC(=O)CCc2ccccc2)C(=O)C=C2C=C(c3ccsc3)OC=C2C1=O (configuration not stated),4,-1,.,.,.,.,20,10,1
COCCNC(=O)NC(=O)CN1CCCc2ccccc21,0,-6,1.7,3,1.0,-7,-2,4,-21
O=C(c1ccc(F)cc1F)N1CCN(c2n[nH]c(=O)[nH]c2=O)CC1,8,-24,1.8,5,1.2,22,6,7,1
CN1CCCN(c2ccc([N+](=O)[O-])cc2)CC1,8,-7,0.6,5,0.5,13,-29,7,-11

Screening results (PubChem BioAssay)
